# Pol eta inh = blocks human DNA polymerase eta activity | Q9Y253 | recombinant Pol eta, fluorescent DNA replication assay | Potency, µM (top dose mostly 114 µM), for the others: at the top dose activity change, negative = inhibition, hits mostly inhibitors | 390,000 tested, 1.2% active | AID 588591; note: potency is the fitted concentration of half-maximal effect; % is set by controls: 0 for no effect and ±100 for the full control effect
#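 Pol eta at 10 nM preincubated with compounds 15 min at room temperature; reaction started with fluorescent substrate (50 nM final) and read kinetically at 0 and 10 min.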
# PGK inhibitor = blocks T. brucei phosphoglycerate kinase; AID 602233; 380,000 tested, 0.043% active; Potency, µM (titrated, usually from 57.5 µM), inactives show top-dose activity change, negative = inhibition, most hits filed as inhibitors; PGK/GAPDH coupled, Kinase-Glo luminescence, 60 min; note: potency is the fitted concentration of half-maximal effect; % is set by controls: 0 for no effect and ±100 for the full control effect; nearly all actives have a fitted effect of over 60% in size
#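 Recombinant glycosomal PGK reaction used 1,3-bisphosphoglycerate generated in-well by GAPDH (100nM final) in 100mM TEA pH 7.6, 5mM MgCl2, 0.01% Tween-20. After 60 minutes at room temperature, ATP was read by Kinase-Glo Plus luminescence end-point.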
# BLM inh = blocks DNA unwinding by human BLM helicase. P54132. recombinant BLM DNA unwinding, fluorescence dequenching. Potency, µM (highest dose often 56.1 µM), without a hit: at the highest dose activity change, negative = inhibition, actives largely listed as inhibitors. 350,000 tested, 0.2% active. AID 2528;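 note: potency is the fitted concentration of half-maximal effect; plate controls were vehicle for no effect and no enzyme for full effect; nearly all actives have a fitted effect of over 35% in size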
# RXFP1 antagonist = blocks the human relaxin receptor RXFP1 | Q9HBX9 | HEK293-RXFP1, relaxin-stimulated cAMP HTRF, 30 min; active compounds read low | activity change, negative = inhibition, % at 57.5 µM | 350,000 tested, 0.59% active;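 active = activity change of -60% or lower, but not beyond a set lower limit; inconclusive = change between -60% and -40%, or beyond the set limit; inactive = change above -40%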; note: % is set by controls: 0 for no effect and ±100 for the full control effect
# Target sequence (Q9HBX9 whole entry, looked up): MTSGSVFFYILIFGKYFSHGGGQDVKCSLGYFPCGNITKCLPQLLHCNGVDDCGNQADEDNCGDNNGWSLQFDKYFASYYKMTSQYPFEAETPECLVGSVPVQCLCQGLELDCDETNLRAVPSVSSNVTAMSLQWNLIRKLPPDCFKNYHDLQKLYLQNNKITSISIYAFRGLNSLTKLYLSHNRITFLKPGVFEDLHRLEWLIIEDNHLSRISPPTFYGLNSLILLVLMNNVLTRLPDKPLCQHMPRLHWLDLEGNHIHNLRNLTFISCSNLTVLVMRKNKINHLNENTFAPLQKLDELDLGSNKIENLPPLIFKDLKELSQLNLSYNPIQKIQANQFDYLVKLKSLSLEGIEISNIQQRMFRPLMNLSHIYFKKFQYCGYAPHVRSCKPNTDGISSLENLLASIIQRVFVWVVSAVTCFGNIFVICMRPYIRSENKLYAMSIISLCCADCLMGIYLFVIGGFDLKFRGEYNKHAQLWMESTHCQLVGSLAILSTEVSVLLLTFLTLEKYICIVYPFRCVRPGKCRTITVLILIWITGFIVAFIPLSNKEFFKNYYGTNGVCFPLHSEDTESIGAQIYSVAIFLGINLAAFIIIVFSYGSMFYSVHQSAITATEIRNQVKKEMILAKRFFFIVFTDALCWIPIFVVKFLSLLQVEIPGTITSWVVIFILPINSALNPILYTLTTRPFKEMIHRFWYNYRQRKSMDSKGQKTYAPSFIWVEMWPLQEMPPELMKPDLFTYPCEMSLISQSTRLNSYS
# POLB inh = blocks human DNA polymerase beta activity; Pol beta primer extension/strand displacement, fluorescence kinetic; P06746; 340,000 tested, 1.3% active; Potency, µM (titrated, usually from 114 µM), inactives show at the top dose activity change, negative = inhibition, actives largely listed as inhibitors; note: potency is the fitted concentration of half-maximal effect; % is set by controls: 0 for no effect and ±100 for the full control effect
#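 10 nM enzyme + cpd, 15 min RT; start with substrate 50 nM final; read 0 min and after 10 min RT. Corrected, normalized data; 4-parameter Hill curve fit.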
# POLK inh = blocks human DNA polymerase kappa activity; 400,000 tested, 0.53% active; AID 588579; Potency, µM (top dose mostly 107 µM), for the others: at the highest dose activity, negative = inhibition, most hits filed as inhibitors; purified Pol kappa, fluorescent DNA synthesis assay, 10 min; note: potency is the fitted concentration of half-maximal effect; % is set by controls: 0 for no effect and ±100 for the full control effect
#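 Here, compound and 10 nM enzyme are combined for 15 min at room temperature; adding 50 nM substrate (final) starts DNA synthesis, tracked by fluorescence at 0 and 10 min against buffer-only wells.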
# APEX1 inh = inhibitors of human APE1 endonuclease | recombinant APE1, TAMRA/BHQ-2 abasic DNA cleavage fluorescence | Potency, µM (highest dose often 65.8 µM), inactives show top-dose activity change, negative = inhibition, usual class: inhibitors | 350,000 tested, 0.35% active;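 note: potency is the fitted concentration of half-maximal effect; plate controls were vehicle for no effect and reference inhibitor for full effect; nearly all actives have a fitted effect of over 55% in size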
#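 Quantitative HTS: incision of a TAMRA/BHQ-2 double-stranded substrate bearing a tetrahydrofuran abasic site by 0.75 nM APE1 raises fluorescence. Substrate 50 nM final, added after 15 min compound preincubation at room temperature; progress as third-minus-first kinetic read difference.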
# Pol iota inh = DNA polymerase iota (human) inhibition. AID 588590. Potency, µM (titrated, usually from 115 µM), inactives show at the top dose activity, negative = inhibition, actives largely listed as inhibitors. Q9UNA4. 390,000 tested, 1% active. Pol iota fluorescent replication assay, 10 min; note: potency is the fitted concentration of half-maximal effect
#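 Pol iota at 10 nM preincubated 15 min with compounds at room temperature; reaction started with fluorescent substrate, 50 nM final. Fluorescence read kinetically at 0 and 10 min; buffer-only wells as negative control.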
# Anesthetic bind = candidate novel general anesthetic via apoferritin binding. 350,000 tested, 0.074% active. AID 485281. Potency, µM (series often up to 77.5 µM), for the others: at the highest dose activity change, negative = displacement, most hits filed as inhibitors. apoferritin/1-aminoanthracene competitive binding, fluorescence; note: potency is the fitted concentration of half-maximal effect; % is set by controls: 0 for no effect and ±100 for the full control effect; nearly all actives have a fitted effect of over 20% in size
# Target sequence (P02791 2-175 limits assumed): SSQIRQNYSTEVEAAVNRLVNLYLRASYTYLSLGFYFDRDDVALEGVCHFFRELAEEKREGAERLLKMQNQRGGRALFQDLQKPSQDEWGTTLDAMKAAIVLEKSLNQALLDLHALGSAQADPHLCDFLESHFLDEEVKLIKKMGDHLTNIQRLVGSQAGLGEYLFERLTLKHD
#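 Apoferritin-based anesthetic binding model; compound displacement of fluorescent 1-AMA measured as endpoint fluorescence after 10 minutes at room temperature, scaled to free-ligand and complex controls.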
# An asterisk follows results filed as active; i = inactive; ? = inconclusive; nt = no result given; [ ] = another dose, or the depositor's remark. Unless noted, calls come from the whole dose curve; as a rule, active = well fitted curve in the direction sought with a large enough effect; inconclusive = small, poorly fitted or top-dose-only effect, or another doubt; inactive = no such curve, though single readings can be large; an effect the other way counts as inactive or inconclusive. Only part of the results is shown (hit frequency here may not be typical).
SMILES,Pol eta inh,PGK inhibitor,BLM inh,RXFP1 antagonist,POLB inh,POLK inh,APEX1 inh,Pol iota inh,Anesthetic bind
COc1ccc(Cn2c(/C=C/c3ccccc3)nc3ccccc32)cc1,-1%,?,-11%,12,29%,-12%,-2%,-11%,77%[activator]
CC(C)NC(=O)CC1C(=O)N(Cc2ccccc2)C(C)c2nc3ccccc3n21 (stereo not given),-13%,4%,-3%,0,?,1%,11%,55%[activator],-3%
Cc1ccc(NC(=O)CCC(=O)NNC(=S)Nc2ccc(F)cc2F)cc1C,-3%,0%,-15%,2,4%,1%,13%,20%,?
COc1cccc(OCc2nc3ccccc3n2Cc2ccccc2C)c1,?,i,-13%,-22,3%,-28%,nt,-17%,50%[activator]
N#Cc1c(SCC(=O)N2CCCCC2)nsc1SCC(=O)N1CCCCC1,2%,-5%,-3%,2,2%,-1%,-2%,27%,-6%
Cc1cccc(N2CCN(C(=O)c3ccc4c(c3)N(Cc3cccc(Cl)c3)C(=O)c3ccccc3S4(=O)=O)CC2)c1C,-14%,-1%,-3%,1,0%,-7%[60.1 µM],nt,4%,4%
Oc1ccccc1CN1CCCC(N2CCN(c3cccc(C(F)(F)F)c3)CC2)C1 (stereo not given),-17%,i,-9%,-2,-8%,5%,11%,22%,-5%
CCOc1cc(C2NC(=O)c3c(sc4c3CCN(C)C4)N2)ccc1OC(=O)c1ccccc1Cl (stereo not given),-16%,-8%,-2%,5,3%,-21%,nt,?,-4%
Cc1ccc(CNC(=O)C2CCN(c3nc4ccc(C)cc4[nH]3)CC2)cc1,-13%,-8%,-1%,-15,14%,-5%[60.1 µM],nt,1%,?
Cc1ccc2c(c1)C(c1ccc(F)cc1)N(C(=O)C(C)C)CC(=O)N2 (stereo not given),-18%,-1%,-1%,-19,1%,3%,nt,-9%,-11%
COc1ccc(OC)c(S(=O)(=O)N(C)CC(=O)N2CCc3ccccc3C2)c1,-1%,-9%,-11%,-23,9%,-8%,16%,26%,-12%
O=C(N/N=C/c1ccc2c(c1)OCO2)C(=O)Nc1ccccc1,-1%,5%,-4%,21,14%,-7%,1%,19%,-5%
N#CCCn1c2ccccc2c2nc3ccccc3nc21,-6%,0%,-11%,-1,2%,-9%,11%,10%,-3%
Cc1ccc(CNC(=O)CSc2nc(C)cc(C)c2C#N)cc1,-8%,i,-4%,2,6%,5%,-11%,-7%,-4%
O=C(c1cc(Cl)ccc1F)N1CCCC(Nc2ccc3c(c2)OCCO3)C1 (stereo not given),-14%,-7%,0%,-22,1%,-10%,14%,12%,-18%
CCOc1cccc(C2/C(=C(/O)c3ccc4c(c3)CC(C)O4)C(=O)C(=O)N2Cc2ccncc2)c1 (stereo not given),-19%,-1%,-1%,12,0%,-2%,6%,9%,4%
CCc1ccc(S(=O)(=O)Nc2cccc(-c3ccc4nnc(C)n4n3)c2)s1,?,-6%,nt,-5,nt,4%,33%,54%[activator],nt
O=C(O)CNC(=O)/C(=C/c1cccc([N+](=O)[O-])c1)NC(=O)c1ccco1,-9%,14%,-3%,-2,16%,-16%,1%,198%[activator],-4%
COC(=O)c1ccc(C(=O)OC)c(NC(=O)CSc2nnc(-c3ccccc3Cl)o2)c1,-16%,-4%,nt,-18,nt,-4%,nt,1%,nt
C/C(=N\NC(=O)c1nnn(-c2nonc2N)c1CSc1ccccc1)c1ccco1,-2%,i,-3%,-8,11%,-9%,10%,-25%,-11%
O=C(OCCCN1CCCC1)C1(c2ccccc2)CCCC1,-12%,-1%,0%,1,0%,-4%,3%,?,-8%
COc1cc(C)c(C(C)C)cc1S(=O)(=O)NCCCn1ccnc1,-8%,-7%,0%,4,21%,-1%,-3%,20%,-13%
CCc1ccccc1N(CC(=O)N1CCCCCC1)S(C)(=O)=O,-26%,11%,0%,-11,-1%,-7%,0%,21%,-9%
O=C(COC(=O)c1cc(Br)ccc1Cl)NC1CC1,-9%,-2%,-1%,5,-5%,-11%,9%,45%[activator],-4%
COCC(C)NC(=O)c1ccccc1OC(C)=O (stereo not given),-12%,-5%,-1%,-8,-2%,-5%,0%,30%[activator],4%
COc1ccccc1N1CCN(Cc2cc(=O)c(OCC#N)co2)CC1,-7%,i,-3%,3,-4%,-25%,11%,32%[activator],-5%
CC1CCCN(S(=O)(=O)c2cc(Cl)ccc2Cl)C1 (stereo not given),-15%,-6%,-1%,-13,3%,2%,-5%,-13%[58.9 µM],-6%
C=CCn1c(-c2ccccc2[N+](=O)[O-])n[nH]c1=S,-15%,8%,2%,16,0%,3%,-8%,15%,-3%
Cc1cccc(CNc2ncnc3ccc(-c4cccc(C#N)c4)cc23)c1,nt,nt,-12%,nt,nt,-19%[60.1 µM],-2%,nt,-21%
CCn1c(SCc2cccc(C(=O)O)c2)nnc1-c1ccccc1,-6%,-2%,1%,-9,21%,10%,-4%,-12%,-9%
COC(=O)c1sccc1NC(=O)Nc1cc(OC)ccc1OC,?,-1%,-8%,4,9%,-4%,8%,11%,-8%
N#CCCN(C(=O)Nc1ccc(Cl)c(Cl)c1)c1ccccc1,-12%,-5%,-1%,16,32%,-5%,-1%,7%,-7%
O=C(NCc1ccc2c(c1)OCO2)Nc1ccc(F)cc1,-3%,i,-1%,-6,19%,14%,-1%,7%,-4%
O=C(Nc1cccc(S(=O)(=O)N2CCCCC2)c1)C1CC1,-20%,2%,nt,-3,nt,-1%,?,43%[activator],nt
Cc1cc(C)n(-c2ccc(C(=O)Nc3cccnc3)cc2)n1,-15%,-3%,-1%,-5,24%,-8%,12%,-21%[58.9 µM],3%
Cc1ccc2[nH]c(C(=O)O)c(NC(=O)[C@@H]3C[C@@H]3c3ccccc3)c2c1,-4%,-4%,-7%,-3,2%,4%,-6%,44%[activator],0%
Cc1ccc(S(=O)(=O)N2CCN(C(=O)c3cccs3)CC2)cc1,-14%,3%,-1%,-26,33%,2%,-2%,40%[activator],-12%
CCOc1ccc(NC(=O)CN2CCN(CC(=O)Nc3ccc(F)c(F)c3)CC2)cc1,-10%,-2%,-5%,-5,2%,-18%,-8%,-4%,3%
COCCNC(=O)CN(C(=O)CCC(=O)Nc1ccccn1)c1ccc(C)c(C)c1,-13%,i,-11%,-4,18%,6%,16%,-20%,-9%
COc1ccc(-n2c(SC(CN3CCCCC3)CN3CCCC3=O)nc3ccccc3c2=O)cc1 (stereo not given),-7%,5%,3%,4,6%,-11%,0%,-6%,-10%
COC(=O)c1c[nH]c2c1-c1cc(C(=O)OCc3ccccc3)n(S(=O)(=O)c3ccc(C)cc3)c1C(=O)C2=O,?,-9%,nt,1,nt,-2%,nt,-3%,nt
Cc1cc(C(=O)NNC(=O)/C=C/c2ccc(F)cc2)c(C)o1,-10%,-1%,-1%,-2,45%,5%,31%,4%,-6%
Cc1n[nH]c(C)c1S(=O)(=O)N1CCCC(C(=O)NCc2ccccc2Cl)C1 (stereo not given),-13%,3%,0%,nt,-16%,-1%,6%,7%,-4%
CCOc1ccc(C(=O)Nc2ccc(NC(=S)NC(=O)CC)cc2)cc1Cl,-7%,-3%,2%,7,30%,-10%,-6%,6%,3%
Nc1nonc1-c1nc2ccccc2n1CC(=O)NC1CCCC1,8%,-10%,-2%,-6,11%,-14%,8%,16%,-22%
COc1ccc(NC2CCCN(C(=O)c3cc(C)nc4cc(F)ccc34)C2)cc1 (stereo not given),-2%,6%,0%,-1,14%,-3%,-15%,5%,-3%
CCOC(=O)c1sc(NC(=S)NC(=O)c2ccccc2)c(C(=O)OCC)c1C,?,1%,-4%,-1,-3%,3%,-3%,21%,1%
CCCCN(C(=O)c1cc(S(=O)(=O)N2CCOCC2)ccc1Cl)c1c(N)n(CC(C)C)c(=O)[nH]c1=O,-13%,6%,nt,-4,nt,-8%,1%,14%,nt
COc1cc(NS(=O)(=O)c2ccc(N/C=C(\C#N)c3nc4ccccc4o3)cc2)nc(OC)n1,?,-3%,-4%,-5,25%,6%,-3%,?,-5%
COc1ccc(/C=N/NC(=S)Nc2ccccc2[N+](=O)[O-])cc1O,-17%,i,-8%,nt,-5%,5%,-9%,15%,-15%
CCc1ccc(C2C(C(=O)Nc3ccccc3OC)=C(C)Nc3nc(SCc4ccccc4)nn32)cc1 (stereo not given),-15%,-5%,-3%,-14,7%,9%,nt,12%,-10%
CC(=O)c1ccc(NC(=O)C2CCC(CNS(=O)(=O)c3ccc4c(c3)CCCC(=O)N4)CC2)cc1 (stereo not given),-9%,-1%,-3%,nt,24%,2%,nt,-15%,6%
Cc1cc(C(=O)CSc2nnnn2C)c(C)n1CCc1ccc(Cl)cc1,-14%,-10%,-3%,0,17%,-4%,-3%,-1%,-12%
Oc1[nH]c2ccccc2c1N=Nc1nncc2ccccc12,?,-14%,-2%,-1,6%,0%,-5%,37%,4%
CN(C(=O)c1ccccc1)c1nc2ccccc2s1,-3%,0%,-1%,-29,3%,-2%,-3%,9%,?
CN1CCN(C(=O)/C=C/c2ccc(Cl)cc2)CC1,2%,i,4%,-6,12%,-5%,-2%,51%[activator],0%
C=CCC(NCc1ccccc1)c1ccc(OC)cc1 (stereo not given),-7%,-7%,0%,-4,11%,4%,-6%,-22%,-12%

# Another view of 3 compounds above.
# Sequence of screens – Pol eta inh, PGK inhibitor, BLM inh, RXFP1 antagonist, POLB inh, POLK inh, APEX1 inh, Pol iota inh, Anesthetic bind
- CN(C(=O)c1ccccc1)c1nc2ccccc2s1
    -3%, 0%, -1%, -29, 3%, -2%, -3%, 9%, ?
- CN1CCN(C(=O)/C=C/c2ccc(Cl)cc2)CC1
    2%, i, 4%, -6, 12%, -5%, -2%, 51%[activator], 0%
- C=CCC(NCc1ccccc1)c1ccc(OC)cc1 (stereo not given)
    -7%, -7%, 0%, -4, 11%, 4%, -6%, -22%, -12%

# Assay outcomes deposited in PubChem by National Center for Advancing Translational Sciences (NCATS).
